SIRT5 inh = SIRT5 desuccinylase inhibitors, primary screen, biochemical, fluorescence imaging, single point, set 5; Purified SirT5, succinyl-peptide AMC, trypsin-coupled fluorescence; inhibition, % at 15 µM; actives 1.1% (n = 330,000); in the data active = inhibition above about 15%; inconclusive = no clear call, values can overlap the other calls
Target sequence (Q9NXA8 whole entry, looked up): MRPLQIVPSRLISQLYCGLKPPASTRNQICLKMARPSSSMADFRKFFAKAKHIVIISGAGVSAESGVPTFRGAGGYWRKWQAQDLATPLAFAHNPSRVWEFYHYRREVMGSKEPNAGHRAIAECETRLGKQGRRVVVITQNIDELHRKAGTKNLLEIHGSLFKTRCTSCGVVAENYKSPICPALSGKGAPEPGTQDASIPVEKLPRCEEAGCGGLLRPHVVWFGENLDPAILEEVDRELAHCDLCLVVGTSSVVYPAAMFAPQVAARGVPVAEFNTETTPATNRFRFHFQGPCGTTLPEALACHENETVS
PAX8 reporter = inhibitors of PAX8-driven TPO luciferase reporter, primary screen, RMG-I cells, single concentration; actives 1.2% (n = 360,000); SteadyGlo, 24 h; inhibition, % at 12.6 µM;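 active = mean replicate inhibition at least 60% with every replicate also reaching 60%; inconclusive = only one of the two criteria is met; inactive = mean below 60% and not all replicates reaching 60%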;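 note: luciferase light reporting Pax8 driven TPO promoter activity; plate controls were median of neutral control wells for no effect and mitoxantrone controls for full effect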
LGR2 antag = inhibitors of bursicon-induced LGR2 CRE-luciferase signal, primary screen, cell-based, HEK293, CRE-luciferase reporter, bursicon stimulation. Drosophila bursicon receptor LGR2 (rickets). bursicon-stimulated, 4 h. inhibition, % at 9.99 µM. actives 0.35% (n = 380,000). AID 720647, 2013;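 active = drop in luminescence signal, shown as inhibition above about 50% in the replicate tests, limit read from the data, passing the limit was not always enough; inconclusive = probably only some replicates passing the limit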;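 note: agonist challenge used bursicon conditioned medium at about half maximal strength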
ARNT TACC3 PPI = disruptors of ARNT/TACC3 protein interaction, primary screen, biochemical, AlphaScreen, single concentration; actives 0.66% (n = 390,000); inhibition, % at 9.99 µM; AlphaScreen His-ARNT PAS-B/GST-TACC3 binding, luminescence; TACC3 fragment carries E629A point mutation;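 active = mean inhibition of replicates at least 50% and at least half of replicates each reaching 50%; inconclusive = half or more replicates reach 50% but mean below 50%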;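 note: 0% = complete ARNT plus TACC3 wells and 100% = ARNT alone without TACC3; many hits fall short of the cut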
EWS-Fli inh = EWS/Fli-driven NR0B1 reporter inhibitors, primary screen, A673 cells, NR0B1 luciferase, luminescence, MLPCN library; actives 0.67% (n = 350,000); AID 651661, 2012; viability-normalised; inhibition, % at 12.6 µM;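 active = mean inhibition of at least 50% after viability correction, with every replicate also passing that limit; inconclusive = mean reaches 50% but only one of two replicates passes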;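 note: firefly luciferase signal divided by Alamar Blue viability fluorescence both relative to DMSO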
DENV2 CPE rescue = inhibitors of DENV2 cytopathic effect, primary screen, cell-based, plate reader, single concentration | actives 1.7% (n = 350,000) | CPE inhibition, % at 9.99 µM | DENV2-infected cells, cytopathic effect rescue | AID 651640, 2012; in the data active = CPE inhibition above about 20%, passing the limit was not always enough; inconclusive = no clear call, values can overlap the other calls; tested in BHK-21 cells;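 note: 0% = median of neutral control wells and 100% = median of positive control wells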
Casp6 inh = human caspase-6 inhibitors, primary screen, biochemical, VEID-R110 fluorescence, single point, set 2 | purified caspase-6, Z-VEID-R110 cleavage fluorescence | inhibition, % at 12.5 µM | actives 0.53% (n = 350,000);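 active = mean inhibition across replicates at least about 35%, with every replicate also reaching that limit, limit read from the data; inconclusive = only one of the two criteria met; inactive = neither criterion met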;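 note: 0% = median of neutral control wells and 100% = no fluorescence left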
Target sequence (P55212 24-179 limits assumed): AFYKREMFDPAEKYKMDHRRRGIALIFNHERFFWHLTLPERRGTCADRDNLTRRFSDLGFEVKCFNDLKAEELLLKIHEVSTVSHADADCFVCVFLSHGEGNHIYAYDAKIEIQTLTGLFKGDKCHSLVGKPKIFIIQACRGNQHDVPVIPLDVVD
Target sequence (P55212 194-293 limits assumed): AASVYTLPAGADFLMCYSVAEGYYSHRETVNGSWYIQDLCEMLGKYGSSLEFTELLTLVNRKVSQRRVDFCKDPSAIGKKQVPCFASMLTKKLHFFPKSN
* = called active by the depositor; ? = inconclusive; nt = no result given; & = joins results of further samples.

SMILES	SIRT5 inh	PAX8 reporter	LGR2 antag	ARNT TACC3 PPI	EWS-Fli inh	DENV2 CPE rescue	Casp6 inh
O=C(N/C(=C/c1cccnc1)C(=O)N1CCOCC1)c1ccccc1F	0	-4	9	-6	0	-1	0
Cc1ccccc1C(=O)NNc1ccc([N+](=O)[O-])cc1	3	nt	-13	7	7	0	-3
Cc1noc(C)c1NC(=O)Nc1ccc2c(c1)CC(=O)N([C@@H](C)CO)C[C@H](C)[C@H](CN(C)CC1CC1)O2	-6	-11	-5	-2	-2	3	-1
Cc1cc(C)n(-c2ccc(C(=O)OCC(=O)NCc3ccc(Cl)cc3)cc2)n1	-2	-3	nt	0	-3	-2	1
COc1cccc(/C=N/NC(=O)CCNc2n[nH]c(=O)[nH]c2=O)c1OC	-8	-3	-3	1	-7	11	4
CC(C)NC(=O)Nc1ccc2c(c1)C(=O)N([C@H](C)CO)C[C@H](C)[C@@H](CN(C)C(=O)Nc1ccc3c(c1)OCO3)OCCCC[C@@H](C)O2	-2	-21	-11	-10	-17	-4	0
O=C(c1ccccc1Cl)N1CCSCCS1(=O)=O	-1	-14	-1	nt	-2	3	0
COc1cc(C(C2=C(O)CC(C)(C)CC2=O)C2C(=O)CC(C)(C)CC2=O)cc(OC)c1OC (stereo unspecified)	-3	4	?	-2	4	8	0
COc1cc(C(=O)NCC(=O)OCc2ccccc2Cl)cc(OC)c1OC	0	2	6	-3	-2	1	-2
CCC(CO)Oc1cc(NC(=O)c2ccc(Cl)cc2)c2ncn(C(C)C)c2c1 (stereo unspecified)	nt	16	-16	-9&-7	-1	3	2
CC(C(=O)Nc1nc(-c2ccc(F)cc2)cs1)N1C(=O)C2CC=CCC2C1=O (stereo unspecified)	0	-3	3	-4	-5	-4	4
Cc1ccc(NCCC(=O)c2ccccc2)cc1Cl	1	-26	nt	-1	-11	12	-2
CCc1nn(CC(=O)NCCC(C)C)c(=O)c2cc3c(OC)cccc3n12	-3	28	-12	0	-3	0	0
C[C@@H]1CN([C@@H](C)CO)C(=O)c2cccc(NC(=O)Nc3ccccc3)c2O[C@@H]1CN(C)Cc1ccc(C(F)(F)F)cc1	103*	3	nt	-4	-1	-2	-1
Nc1ccc(C(=O)OCC(=O)Nc2ccc3c(c2)OCO3)cc1[N+](=O)[O-]	nt	-6	-9	-3	nt	nt	nt
Nc1c(N(Cc2ccco2)C(=O)COc2ccc(Cl)cc2)c(=O)[nH]c(=O)n1Cc1ccccc1	-1	3	-4	-6	2	-8	0
COC(=O)c1nnn(-c2nonc2N)c1CSc1nnc(C)s1	-2	0	2	-2	-4	6	2
O=C(NCc1ccccc1)c1cccc2c(-c3cccnc3)coc12	nt	1	-10	nt	-10	5	5
CN(C)CC(=O)Nc1ccc2c(c1)[C@@H]1C[C@@H](CC(=O)N3CCOCC3)O[C@@H](CO)[C@@H]1O2	nt	7	14	6	-4	11	nt
Cc1cc(C)nc(SCC(=O)OC(C)C(=O)Nc2ccccc2)n1 (stereo unspecified)	-5	5	-3	-4	nt	-6	1

Compound profiles, from the list above. Values in the order: SIRT5 inh	PAX8 reporter	LGR2 antag	ARNT TACC3 PPI	EWS-Fli inh	DENV2 CPE rescue	Casp6 inh
Results for `COc1cccc(/C=N/NC(=O)CCNc2n[nH]c(=O)[nH]c2=O)c1OC` = -8	-3	-3	1	-7	11	4
Results for `COc1cc(C(=O)NCC(=O)OCc2ccccc2Cl)cc(OC)c1OC` = 0	2	6	-3	-2	1	-2
Results for `Cc1ccc(NCCC(=O)c2ccccc2)cc1Cl` = 1	-26	nt	-1	-11	12	-2
Results for `CCc1nn(CC(=O)NCCC(C)C)c(=O)c2cc3c(OC)cccc3n12` = -3	28	-12	0	-3	0	0

The list goes on.
SMILES	SIRT5 inh	PAX8 reporter	LGR2 antag	ARNT TACC3 PPI	EWS-Fli inh	DENV2 CPE rescue	Casp6 inh
Cc1cccc(CS(=O)(=O)Cc2ccc(C(=O)NCC3CCCO3)o2)c1 (stereo unspecified)	nt	1	3	-11	nt	nt	nt
COc1cc(C(=O)C(=O)N2CCN(c3ccccc3)CC2)cc(OC)c1OC	-2	19	1	nt	47	15	4
Cn1c(SCC(=O)Nc2nncs2)nnc1C1CC1	1	-4	-3	nt	nt	?	36*
COc1ccc(S(=O)(=O)N(C)C[C@H]2OCCCC[C@H](C)Oc3ccc(NC(=O)CCCN(C)C)cc3C(=O)N([C@H](C)CO)C[C@@H]2C)cc1	-6	-12	2	-13	-8	0	-1
CC(C)c1ccc(CN2CCN(C(=O)CSc3nnnn3C3CC3)CC2)cc1	-2	21	-7	-3	12	-6	1
O=C(Nc1ccc(Cl)c(Cl)c1)N[C@@H]1CC[C@@H](CCn2cc(C3CCCC3)nn2)O[C@@H]1CO	-3	1	6	nt	-2	-1	1
CC(C)CCN(C(=O)c1cc(=O)[nH]c2ccccc12)c1c(N)n(Cc2ccccc2)c(=O)[nH]c1=O	1	-10	1	1	9	5	-4
CCOc1ccc(N2CC(C(=O)Nc3ccccn3)CC2=O)cc1 (stereo unspecified)	1	4	-21	-25	-12	8	1
CCOC(=O)C1(Cc2ccccc2C)CCCN(Cc2cc(OC)c(O)c(OC)c2)C1 (stereo unspecified)	1	4	19	3	16	-2	6
Cc1cccn2c(=O)c(/C=C(\C#N)C(=O)NCc3ccccc3)c(N3CCC(C(N)=O)CC3)nc12	-4	0	-5	-5	-10	-1	9
O=C(C[C@H]1CC[C@@H]2[C@H](COC[C@H](O)CN2C(=O)Nc2cc(Cl)cc(Cl)c2)O1)N1CCOCC1	-7	1	-23	0	-2	4	1
C/C(=N\Nc1ncc(Cl)cc1Cl)c1ccc(OC(F)F)cc1	nt	-18	-34	4	nt	nt	nt
c1ccc(CCc2ccncc2)cc1	-5	18	-15	-5	3	-3	-3
O=C(c1cc(Cl)cc(Cl)c1)N1CCC2CC1c1cc(-c3ccc4c(c3)OCO4)ccc12 (stereo unspecified)	5	5	5	1	9	-3	-2
O=C(NCCc1ccc(Cl)cc1)c1ccc2nc(N3CCOCC3)sc2c1	-3	-9	-15	-6	-5	4	2
CCCN(C)C[C@H]1OCCCC[C@@H](C)Oc2ccc(NS(C)(=O)=O)cc2C(=O)N([C@H](C)CO)C[C@@H]1C	nt	-5	9	nt	-3	nt	nt
Cc1ccc(S(=O)(=O)Nc2cccnc2)cc1C	-6	2	2	-2	4	0	-3
O=C(OCC(=O)N1CCCc2ccccc21)c1ccccc1OC(F)F	nt	-12	12	-5	-2	-1	0
CNC[C@@H]1OCCCC[C@@H](C)Oc2ccc(NC(=O)CCCN(C)C)cc2C(=O)N([C@H](C)CO)C[C@@H]1C	nt	-15	13	nt	-4	nt	nt
COc1ccc(NC(=O)n2nc(OC(=O)c3cccs3)cc2N)cc1	nt	-133	7	10	-34	-5	0
CCn1c(SCC(=O)NCC2CCCO2)nnc1-c1ccc(S(=O)(=O)N2CCN(C)CC2)cc1 (stereo unspecified)	-3	-1	7	8	-1	7	3
CCOc1ccccc1N1CCN(CC(=O)Nc2ccccc2C(=O)NC2CC2)CC1	-1	12	-3	5	5	?	-2
CN1C(=O)C2CC(O)C(SC3CC4C(=O)N(C)C(=O)C4CC3O)CC2C1=O (stereo unspecified)	-4	-2	18	nt	-3	?	-1
C/C=C/c1ccc([C@H]2[C@@H](CO)N(C(=O)C3CC3)[C@@H]2CN(CC)C(C)=O)cc1	3	5	-13	6	-13	-11	3
C[C@@H]1CN([C@H](C)CO)C(=O)c2cc(NS(=O)(=O)c3ccccc3)ccc2O[C@@H]1CN(C)C(=O)Nc1ccc(F)cc1	-6	4	20	nt	nt	6	1
C[C@@H]1CCCCO[C@@H](CN(C)C(=O)Nc2ccccc2)[C@@H](C)CN([C@H](C)CO)C(=O)c2cc(NC(=O)c3ccncc3)ccc2O1	-3	-18	4	-2	-11	-1	-1
NC(=O)[C@@H]1CC2(CC(c3cccc(NC(=O)CC(c4ccccc4)c4ccccc4)c3)=NO2)CN1C(=O)c1ccc(Cl)cc1 (stereo partly specified)	nt	33	22	-4	4	0	0
COC(=O)c1c(Cl)c2n3ccccc3c(C)c(-c3ccccc3)c-2c1C(=O)OC	3	36	nt	31	-2	nt	19
C[C@@H]1CCCCO[C@@H](CN(C)Cc2ccncc2)[C@H](C)CN([C@@H](C)CO)C(=O)c2cc(NC(=O)Cc3ccccc3)ccc2O1	nt	12	2	nt	-1	nt	nt
COC(=O)c1sccc1NC(=O)CC1C(=O)NCCN1C(=O)Nc1ccc(F)cc1F (stereo unspecified)	nt	1	-14	-4	-11	3	-1
C[C@H](CO)N1C[C@H](C)[C@H](CN(C)C(=O)CN(C)C)Oc2cc(C#CC(C)(C)O)ccc2S1(=O)=O	-1	nt	1	-4	1	9	1
O=C(c1cc[n+]([O-])cc1)N1CCc2c([nH]c3ccccc23)C1c1ccccc1Cl (stereo unspecified)	-6	25	0	-1	9	2	-4
C[C@H]1CN([C@@H](C)CO)C(=O)c2cc(C#Cc3cccc(F)c3)cnc2O[C@H]1CN(C)C(=O)C1CCCCC1	3	nt	5	-3	1	11	-1
C[C@H](CO)N1C[C@H](C)[C@H](CN(C)C(=O)Nc2ccc3c(c2)OCO3)OCCCC[C@H](C)Oc2ccc(NC(=O)c3ccccc3)cc2C1=O	7	-35	-6	-3	-29	-7	-1
CC(C)(CN1CCc2ccccc2C1)NS(=O)(=O)c1ccccc1	9	-5	11	-1	2	-1	-9
Brc1csc2ncccc12	-4	23	-1	-3	-1	1	0
C/C(CC(=O)Nc1ccc(Cl)cc1)=N\NC(=O)C(=O)NCCO	nt	17	9	6	nt	nt	nt
CC(=O)NC(CC(=O)NCCOc1ccccc1F)c1ccccc1 (stereo unspecified)	-5	-6	-6	-6	-3	3	2
O=C(O)CCN1C(=O)/C(=C2\C(=O)N(Cc3ccccc3Cl)c3ccccc32)SC1=S	-1	-1	-24	-31	9	-3	-4
Cc1cc(NC(=O)CCN2C(=O)/C(=C\c3ccccc3)SC2=S)no1	1	10	-7	-8	-11	1	1
O=C1C2C3C=CC(CC3)C2C(=O)N1/N=C/c1ccc(O)c(O)c1 (stereo unspecified)	1	14	nt	1	24	16	26
Cc1[nH][nH]c(=O)c1C=Nc1ccc(C(F)(F)F)cc1	1	-6	1	3	1	-6	4
OC(CNCc1ccccc1)COCc1ccc(Cl)cc1 (stereo unspecified)	-2	-7	-10	-6	6	5	-4
CCc1cccc(CC)c1-n1c(SCC(=O)N2CCCc3ccccc32)nc(O)cc1=O	1	-5	5	2	-9	-2	-5
O=C(c1ccccc1F)N1CC[C@@H]2[C@H]1c1cc(C#Cc3ccccc3F)ccc1N[C@@H]2CO	3	-14	-5	-1	-6	2	2
CCN(CC(=O)Nc1ccccc1OC)C(=O)c1ccc(NS(=O)(=O)c2ccc(C(C)=O)cc2)cc1	-1	7	-12	-1	2	-1	0
O=C(Nc1ccccc1C(=O)O)c1ccc(NC(=O)C2CC2)cc1	-1	35	21	39	nt	-4	0
CCc1ccc(OCC(=O)NCc2ccco2)c(Br)c1	-1	nt	-62	-24	-85	4	3
Cc1nc2sc(C(c3ccco3)N3CCC(C)CC3)c(O)n2n1 (stereo unspecified)	-2	-6	nt	2	-1	-6	6
COc1cc(OC)cc(-c2nc(-c3cc4cc(C)ccc4nc3OC)no2)c1	-7	nt	5	2	nt	nt	2
Cc1cccc(C)c1N1C(=O)c2cccc([N+](=O)[O-])c2C1=O	nt	9	13	5	nt	nt	nt
CN(C)CC(=O)N[C@@H]1CC[C@H](CCNC(=O)C2CCCCC2)O[C@@H]1CO	-1	-6	-2	-4	3	2	-23
Cc1cccc(N(Cc2ccccc2)C(=O)c2ccc(S(C)(=O)=O)cc2)c1	0	-6	9	-5	nt	-3	0
C#CC[N+](C)(C)CC#Cc1ccccc1	-2	-4	9	-1	-8	2	-7

Screening results from PubChem BioAssay.

Compounds were not picked by outcome. About 4.9% of those tested had a hit in this group.
